# MEKK2wt PB1 HTS – raises or lowers MEK5 binding to wildtype human MEKK2 PB1 domain; bead flow cytometry, Alexa488-MEK5 binding to MEKK2 WT; actives lie on both sides; binding response (% of control), % at 10 µM; actives 1.1% (n = 290,000); Q9Y2U5; in the data active means binding response below about 67% or above about 130%
# MEKK2 mut-MEK5 – signal of MEK5 binding to mutant human MEKK2 PB1 domain | bead flow cytometry, Alexa488-MEK5 binding to MEKK2 mutant | actives 0.35% (n = 290,000) | percent response, % at 10 µM | AID 1530; in the data active means percent response above about 24%, passing the limit was not always enough; further: inactives centre near 1; some results filed as inactive read as strong as hits; reference of the scale not given here
# PfM18AAP inh – blocks P. falciparum M18 aspartyl aminopeptidase; recombinant PfM18AAP, H-Glu-NHMec fluorogenic cleavage; inhibition, % at 7.35 µM; actives 1.2% (n = 290,000);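 active means inhibition above the campaign mean inhibition over all tested compounds plus 3 SD, cut at about 28% in these data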;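 further: 0% = plate median of test compound wells and 100% = 2 mM ZnCl2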
# p-CIP stab down – compounds decreasing mouse p/CIP protein stability; Q05BA5; AID 1984; actives 0.01% (n = 290,000); decrease of EGFP signal, % at 10 µM; F442A p/CIP-EGFP cells, EGFP fluorescence, 16 h;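 active means EGFP signal decrease of at least 30% at 10 µM or well 3 SD below plate mean, unless failing retest; inactive means the rest, including hits failing retest or dose response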; further: some compounds called inactive have numbers as strong as hits; many of its hits are not listed in these tables
# IDE act – activators of human insulin-degrading enzyme in cells; P14735; HEK cells, FAbeta-B cleavage, fluorescence polarization; 0% vehicle, 100% cell-free pure enzyme wells; activation, % at 5.96 µM; actives 0.073% (n = 340,000); AID 493087;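 active means activation above the mean of all tested compounds plus 3 SD, set per screening campaign, cut at about 17% in these data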
# MEKK3 PB1 HTS – modulators (inhibitors or enhancers) of MEK5 binding to human MEKK3 PB1 domain; Q99759; bead-based flow cytometry, Alexa488-MEK5 binding to MEKK3; actives lie on both sides; 0 = blocked by unlabeled MEK5, 100 = vehicle; binding response (% of control), % at 10 µM; actives 1.4% (n = 290,000);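 active means binding response more than 3 SD above or below the average of its plate-row segment, actives on both sides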;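 further: Alexa488 bead fluorescence after subtracting the streptavidin-only scavenger bead signal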
# Target sequence (Q99759 whole entry, looked up, the tested form may be a part): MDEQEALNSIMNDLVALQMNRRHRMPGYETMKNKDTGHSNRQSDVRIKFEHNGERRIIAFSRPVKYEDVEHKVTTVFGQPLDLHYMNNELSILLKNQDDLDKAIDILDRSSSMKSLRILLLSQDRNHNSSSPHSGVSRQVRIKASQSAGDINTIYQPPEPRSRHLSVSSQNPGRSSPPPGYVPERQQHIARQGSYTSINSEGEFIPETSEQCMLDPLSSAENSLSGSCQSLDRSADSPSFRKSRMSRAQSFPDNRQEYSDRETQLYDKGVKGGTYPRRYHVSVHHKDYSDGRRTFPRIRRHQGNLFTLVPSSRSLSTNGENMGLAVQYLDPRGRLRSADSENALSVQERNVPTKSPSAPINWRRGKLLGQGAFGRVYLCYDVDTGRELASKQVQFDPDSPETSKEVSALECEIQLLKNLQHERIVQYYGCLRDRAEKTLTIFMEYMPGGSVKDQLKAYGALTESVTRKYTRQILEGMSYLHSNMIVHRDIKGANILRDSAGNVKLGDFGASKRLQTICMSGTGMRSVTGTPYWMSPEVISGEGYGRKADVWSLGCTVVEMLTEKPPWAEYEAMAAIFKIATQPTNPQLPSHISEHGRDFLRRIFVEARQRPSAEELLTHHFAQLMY
# NALP1 yeast inh – NALP1 inhibition. S. cerevisiae NALP1/ASC/caspase-1 growth, X-gal OD620, 72 h. inhibition, % at 10 µM. actives 0.61% (n = 280,000); in the data active means inhibition mostly above about 24%, no sharp cut-off; inactive means mostly below about 32%; further: some compounds called inactive have numbers as strong as hits
# IDE inh – inhibits human insulin-degrading enzyme in HEK cells | P14735 | FAbetaB cleavage, fluorescence polarization | inhibition, % at 5.59 µM | actives 0.41% (n = 320,000) | AID 434962;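 active means percent inhibition above the average of all tested compounds plus 3 SD, set per screening campaign, cut at about 16% in these data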;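 further: IDE supplied by intact live HEK cells; FP after avidin binding of uncleaved biotin substrate so inhibition keeps polarization high; 0% = DMSO wells and 100% = 60 µM reference IDE inhibitor Ii1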
# SUMO HTRF inh – SUMOylation inhibition | P63279 | HTRF SUMOylation assay, SAE1/SAE2 + UBC9, in vitro | inhibition, % at 35 µM | actives 0.36% (n = 290,000) | AID 2006; in the data active means inhibition above about 50%, passing the limit was not always enough; further: strong numbers were not always called active
# Target sequence (P63279 whole entry, looked up): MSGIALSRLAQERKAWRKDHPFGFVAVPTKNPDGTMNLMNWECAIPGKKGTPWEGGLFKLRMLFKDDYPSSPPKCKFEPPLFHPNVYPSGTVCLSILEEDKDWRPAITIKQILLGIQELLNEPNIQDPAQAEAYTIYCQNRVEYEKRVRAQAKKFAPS
# * marks the source's active call; other numbers are inactive results; · = not tested or not shown. An excerpt. The share of hits here may be higher or lower than overall.
SMILES,MEKK2wt PB1 HTS,MEKK2 mut-MEK5,PfM18AAP inh,p-CIP stab down,IDE act,MEKK3 PB1 HTS,NALP1 yeast inh,IDE inh,SUMO HTRF inh
COc1ccc(C2(CNC(=O)c3ccc(OC)c([N+](=O)[O-])c3)CCCCC2)cc1OC,105.0,-1.0,8.0,-1.5,7.3,102.0,-26.5,0.0,-3.5
Cc1cc(C)nc(NS(=O)(=O)c2ccc(NC(=S)NC(=O)C3CCCC3)cc2)n1,95.0,1.0,-0.3,-4.5,-4.2,98.0,24.3,3.9,-3.9
Cc1ncc([N+](=O)[O-])n1CC(=O)Nc1ccc(F)cc1F,103.0,5.0,-5.5,-14.8,3.3,101.0,-1.1,-2.8,16.6
Cc1ccc2c(Cl)c(C(=O)NCC3CCCO3)sc2c1 (stereo not drawn),111.0,12.0,-3.5,-1.2,-0.2,114.0,5.3,5.7,-7.0
Cn1c(=O)c2c(nc(N3CCN(c4ccc([N+](=O)[O-])cc4)CC3)n2C)n(C)c1=O,89.0,-12.0,2.2,11.9,·,99.0,-17.2,5.5,-15.4
Cc1ccc(C(=O)N(CC(=O)NC2CCCC2)c2ccc3c(c2)OCCO3)s1,106.0,0.0,-1.8,12.0,1.9,109.0,2.0,8.1,12.3
C#Cc1ccc(CN2CCC(Oc3ccc(C(=O)NCc4ccccn4)cc3)CC2)cc1,105.0,2.0,-0.1,-2.2,4.2,102.0,16.0,-1.4,-0.6
CCN(CC)S(=O)(=O)c1ccc(C)c(NC(=O)COC(=O)C=C(C)C)c1,103.0,13.0,1.3,-6.2,-3.2,101.0,-1.0,-1.8,5.3
C=CCn1cc(-c2ccccc2)cc(C#N)c1=O,104.0,7.0,3.8,8.6,5.8,102.0,8.6,2.2,-1.6
COc1ccc(CCN(C)CCCC(C#N)(c2cc(OC)c(OC)c(OC)c2)C(C)C)cc1OC (stereo not drawn),106.0,6.0,-3.0,-2.3,5.3,94.0,22.2,-0.2,0.8
NS(=O)(=O)c1ccc(NC(=O)CSc2n[nH]c(=O)n2Cc2ccccc2)cc1,105.0,1.0,-5.4,-13.9,3.7,104.0,17.1,-1.1,16.0
O=C(CCc1ccccc1)Nc1ccc(NC(=O)C2CC2)nc1,107.0,6.0,-14.2,-10.3,6.5,102.0,23.0,6.3,28.6
COc1ccccc1NC(=O)c1c(N=Cc2c(O)ccc3ccccc23)cnn1C,100.0,-5.0,2.5,5.8,5.0,105.0,-3.0,-1.2,11.4
C=CCNC(=O)C(=O)N/N=C/c1ccco1,90.0,4.0,-9.4,7.8,-2.0,88.0,31.2,-4.9,0.4
CC(C)N1C(=O)CCN(C=O)c2ccccc21,93.0,-6.0,5.2,-7.8,-1.9,103.0,-0.7,-6.3,-5.0
O=C1/C(=C/c2ccccc2)CCC1C1CCCC1 (stereo not drawn),100.0,1.0,6.3,-6.7,6.7,98.0,39.0,-5.4,13.6
O=C(CC1CCCCC1)c1c(O)c2ccccc2oc1=O,94.0,-8.0,3.4,0.2,4.2,92.0,15.5,-1.0,5.8
Cc1ccc(-c2nc(C#N)c(NCCN3CCCCC3)o2)cc1,104.0,-6.0,-2.6,-12.4,-2.7,94.0,10.9,-5.7,11.2
O=C(/C=C/NNC(=O)c1ccccc1)c1ccc(Br)cc1,105.0,11.0,-4.6,-4.2,5.5,112.0,-2.1,1.6,-7.1
COC(=O)Cc1ccc(NC(=S)Nc2cccc(C)n2)cc1,99.0,2.0,10.9,-0.4,1.6,102.0,9.5,-5.3,12.1
O=C(OCn1nnc2ccccc2c1=O)c1ccc(O)cc1,103.0,0.0,-10.4,5.2,4.2,99.0,0.3,2.5,11.0
CCCCCC1CCC(C(=O)O)CC1 (stereo not drawn),105.0,2.0,-6.9,3.1,0.3,103.0,27.3*,-1.5,-8.2
CCOC(=O)CN(C(=O)CSc1nnc2c(n1)[nH]c1ccccc12)c1ccccc1,109.0,3.0,-5.1,7.7,3.2,108.0,8.7,-2.1,0.3
Cc1ccc(-n2nc3c(N4CCC(C(=O)NCc5cccc(F)c5)CC4)nnc(C)c3c2C)cc1,118.0,4.0,0.6,-8.5,3.2,104.0,20.4,0.6,·
Cc1cc(Cl)c2oc(C(=O)N(C)CCCN3CCOCC3)c(C)c2c1,104.0,0.0,-0.3,5.8,-0.5,102.0,15.8,2.4,9.5
CCOc1ccccc1-c1nc(C(N)=O)c2[nH]c(=O)n(-c3cccc(C)c3)c2n1,·,·,-3.3,-9.4,2.7,·,-5.0,2.3,-4.8
N#Cc1nc(-c2ccc(OCc3ccccc3)cc2)oc1NCc1cccnc1,110.0,6.0,-19.6,-2.0,-1.4,107.0,-4.1,-2.8,10.7
Cc1ccc(C=C2C(=O)c3ccccc3C2=O)s1,95.0,-1.0,21.4,-11.6,2.0,98.0,-14.6,10.9,2.8
COc1ccc(-c2c(C)oc3c(CN4CCCCC4C)c(O)ccc3c2=O)cc1 (stereo not drawn),108.0,6.0,6.4,-4.1,3.5,106.0,4.2,-0.4,40.3
CCC1CCCCN1S(=O)(=O)c1ccc(NC(=O)c2nc(S(C)(=O)=O)ncc2Cl)cc1 (stereo not drawn),99.0,0.0,-94.4,-41.9,-5.4,100.0,4.0,4.5,-4.1
COc1ccc(/C=N/n2cnnc2)cc1Br,67.0,-30.0,-4.8,-1.8,·,60.0,16.6,-2.9,36.2
CCCCNC(=S)NNC(=O)c1nn(C)c(C)c1Cl,102.0,3.0,10.1,-12.5,5.8,100.0,1.0,2.1,-20.8
COc1ccc(NC(=O)C2Cc3ccccc3O/C2=N\O)cc1 (stereo not drawn),102.0,4.0,1.4,-15.4,3.8,99.0,-15.7,·,6.6
Cc1cc(Sc2ncnc(N)c2[N+](=O)[O-])ncn1,93.0,-4.0,-12.8,-8.6,-1.6,101.0,4.6,-1.0,5.1
Cc1cc(NC(=O)CSc2nnc(Cc3ccccc3)o2)no1,108.0,14.0,40.3*,-8.3,-2.4,106.0,8.0,-0.5,-1.0
CS(=O)(=NS(=O)(=O)c1ccc(Cl)cc1)c1ccccc1 (stereo not drawn),99.0,4.0,-11.3,-25.1,-3.8,95.0,26.6,0.2,9.9
Cc1cc(-c2cc(C(=O)O)c3ccccc3n2)c(C)s1,98.0,-1.0,5.6,-14.8,1.9,103.0,2.4,2.5,25.3
Cn1cnnc1SCc1cccc(Br)c1,114.0,12.0,-4.0,-33.3,-0.6,113.0,7.6,3.6,4.9
Cc1ccc(SCC(=O)Nc2ccc(N3CCN(C)CC3)c(F)c2)c(C)c1,109.0,1.0,14.9,-2.4,-0.3,97.0,1.1,1.2,-13.0
CC1(c2ccccc2)NC(=O)N(N)C1=O (stereo not drawn),84.0,-13.0,-9.0,-7.5,8.9,92.0,6.8,2.1,-11.6
CCN1C(=O)c2ccccc2S(=O)(=O)c2ccc(C(=O)N3CCOCC3)cc21,113.0,15.0,-11.9,-5.0,4.0,115.0,-8.1,-2.5,23.5
CC(Cl)C(=O)c1c[nH]c2ccccc12 (stereo not drawn),98.0,-5.0,-1.3,9.0,-1.6,107.0,32.6,-2.7,5.5
S=C(Nc1ccc2c(c1)OCO2)N1CCCC1,99.0,-6.0,-7.4,-0.6,3.6,104.0,11.1,0.3,4.7
O=C1CC(c2ccccc2)n2nc(NC(=O)c3cccs3)nc2N1 (stereo not drawn),·,·,-8.3,2.9,-3.5,·,13.7,-3.8,7.9
COc1ccc(C2(CNC(C)=O)CCOCC2)cc1OC,114.0,13.0,1.4,-4.7,5.2,112.0,-14.6,1.7,3.6
CC(=O)c1cccc(Nc2nc(-c3cccc([N+](=O)[O-])c3)cs2)c1,107.0,5.0,-6.5,-3.3,4.4,111.0,29.5,2.9,5.9
O=C(CNC(=O)c1ccccc1)OCc1cccc([N+](=O)[O-])c1,93.0,-2.0,-1.9,7.0,-3.2,87.0,26.4,6.9,4.7
Nc1c(C(=O)N2CCOCC2)sc2nc(N3CCOCC3)c3c(c12)CCCC3,96.0,0.0,36.5*,-3.0,-4.1,100.0,1.7,5.2,26.6
CCOC(=O)C1C(=O)C=C(N2CCOCC2)CC1c1cccc(OC)c1 (stereo not drawn),103.0,5.0,-2.2,7.5,5.8,98.0,5.4,1.1,-16.7
CC(CCN1CCN(c2ccccc2)CC1)c1ccccc1 (stereo not drawn),110.0,5.0,-12.9,-7.9,7.6,109.0,24.5,·,0.8
CC(=O)Oc1ccc(C(=O)Nc2ccc(S(=O)(=O)NCC3CCCO3)cc2)cc1 (stereo not drawn),99.0,5.0,-3.4,-26.1,3.0,102.0,10.9,0.1,6.3
Cn1c(=O)c2c(ncn2CC(=O)OCC(=O)NC2CCCc3ccccc32)n(C)c1=O (stereo not drawn),101.0,-4.0,-3.9,-6.2,0.8,102.0,·,-4.4,1.8
COc1ccc(NC(=O)Cn2nc(C)c([N+](=O)[O-])c2C)cn1,93.0,-2.0,-16.3,4.9,3.1,102.0,-6.0,2.2,1.8
COc1ccc(N=c2oc3cc(O)ccc3cc2C(=O)NCC2CCCO2)c(OC)c1 (stereo not drawn),94.0,-3.0,-1.6,-18.8,6.5,99.0,10.9,-2.8,24.6
COC(=O)C1=C(C)n2cnnc2NC1c1ccc(Cl)cc1 (stereo not drawn),97.0,-1.0,-6.1,-12.0,2.6,96.0,30.6,0.2,1.4
O=C1COCCOCCOCC(=O)NCCN1,93.0,-10.0,-3.3,1.1,4.2,101.0,-1.2,2.5,9.6
O=C(Nc1ccc(OCC(=O)N2CCOCC2)cc1)Nc1cccc(Cl)c1,98.0,-8.0,-1.0,-8.8,5.5,98.0,-6.1,0.9,3.5
Cc1ccc(Cn2nnc3c(=O)n(CC(=O)c4ccccc4)cnc32)cc1,103.0,1.0,0.7,-7.7,6.8,104.0,·,-3.5,9.2
O=C(O)c1ccccc1-c1ccccc1C(=O)Nc1ccc2c(c1)CCC2,105.0,3.0,-4.0,-8.9,2.9,101.0,12.9,-1.2,9.2
O=C(NC1CCCC1)C(c1ccccn1)N(Cc1ccc(F)cc1)C(=O)c1csnn1 (stereo not drawn),100.0,1.0,-1.5,4.4,4.0,102.0,10.8,3.4,-6.6
CSCCC(NC(=O)c1ccco1)C(=O)NCc1ccc(F)cc1 (stereo not drawn),102.0,-3.0,1.8,-6.0,5.4,103.0,0.7,6.7,2.6
O=C(CSc1nccc(=O)[nH]1)Nc1cccc(S(=O)(=O)N2CCOCC2)c1,95.0,5.0,-2.0,1.1,3.5,101.0,7.5,2.2,16.6
COc1ccc(C(=O)NC2CCc3ccccc32)cc1OC1CCN(C(C)=O)CC1 (stereo not drawn),100.0,-2.0,-4.9,-5.3,4.9,95.0,-1.9,-1.1,0.4

# Profiles, looked up by structure. Order of values: MEKK2wt PB1 HTS	MEKK2 mut-MEK5	PfM18AAP inh	p-CIP stab down	IDE act	MEKK3 PB1 HTS	NALP1 yeast inh	IDE inh	SUMO HTRF inh
# `CSCCC(NC(=O)c1ccco1)C(=O)NCc1ccc(F)cc1` (stereo not drawn) in the list: 102.0	-3.0	1.8	-6.0	5.4	103.0	0.7	6.7	2.6
# `COc1ccc(N=c2oc3cc(O)ccc3cc2C(=O)NCC2CCCO2)c(OC)c1` (stereo not drawn) in the list: 94.0	-3.0	-1.6	-18.8	6.5	99.0	10.9	-2.8	24.6
# `CC(CCN1CCN(c2ccccc2)CC1)c1ccccc1` (stereo not drawn) in the list: 110.0	5.0	-12.9	-7.9	7.6	109.0	24.5	·	0.8

# Bioassay records from PubChem BioAssay.
